HTT aggregate = inhibitors of mutant huntingtin aggregate formation in PC12 cells; hit rate 1.1% among 220,000; Potency, µM (top dose mostly 46.1 µM), for the others: at the highest dose activity change, negative = inhibition, actives largely listed as inhibitors; PC12 HttQ103-GFP aggregates, Acumen cytometry, 40 h; note: potency is the fitted concentration of half-maximal effect; % is set by controls: 0 for no effect and ±100 for the full control effect; nearly all actives have a fitted effect of over 60% in size
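Ecdysone-promoter PC12 model expressing HTT exon 1 Q103 fused to GFP, induced by tebufenozide at 100 nM final. Compounds titrated; aggregates sized 1–25 µm scored on a 488 nm laser cytometer.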
NPSR antagonist = blocks cAMP signaling of the human neuropeptide S receptor. Q6W5P4. CHO-NPSR cells, cAMP TR-FRET, antagonist mode. Potency, µM (top dose mostly 38.3 µM), inactives show at the highest dose activity change, negative = inhibition, actives largely listed as inhibitors. hit rate 1% among 220,000. AID 1461; note: potency is the fitted concentration of half-maximal effect; % is set by controls: 0 for no effect and ±100 for the full control effect; nearly all actives have a fitted effect of over 50% in size; many of its hits are not listed in these tables
Target sequence (Q6W5P4 whole entry, looked up): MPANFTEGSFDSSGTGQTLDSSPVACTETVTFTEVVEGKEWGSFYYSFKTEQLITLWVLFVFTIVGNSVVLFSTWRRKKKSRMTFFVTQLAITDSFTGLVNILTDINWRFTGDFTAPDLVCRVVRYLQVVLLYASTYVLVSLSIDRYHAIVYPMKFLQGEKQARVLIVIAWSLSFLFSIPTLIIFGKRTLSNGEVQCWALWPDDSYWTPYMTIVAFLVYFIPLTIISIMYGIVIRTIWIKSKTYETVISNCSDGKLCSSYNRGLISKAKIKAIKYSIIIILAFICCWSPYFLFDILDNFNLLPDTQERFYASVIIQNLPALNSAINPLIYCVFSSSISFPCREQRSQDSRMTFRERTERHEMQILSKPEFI
IMPase Li cell = cell-permeable IMPase inhibitors with lithium potentiation; CHO-M1 cells, IP1 TR-FRET (IP-One), carbachol + lithium; Potency, µM (titrated, usually from 59.4 µM), without a hit: at the top dose activity, negative = IMPase inhibition, most hits filed as inhibitors; AID 1457; hit rate 0.35% among 210,000;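 note: IP1 builds up when IMPase is blocked and the TR-FRET signal falls; potency is the fitted concentration of half-maximal effect; plate controls were basal vehicle for no effect and high inhibitor control for full effect; nearly all actives have a fitted effect of over 50% in size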
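Test compounds were applied to CHO-M1 cells previously cultured for 16–30 h at 2000 per well. A small lithium amount accompanied them; after 30 min at 37C, IP1 was quantified by TR-FRET.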
Epigenetic reg = derepresses silenced GFP reporter in murine cells; murine LDR cells, GFP reporter derepression, 30 h; Potency, µM (highest dose often 53.9 µM), without a hit: at the highest dose GFP activation, hits mostly activators; hit rate 0.2% among 280,000; note: potency is the fitted concentration of half-maximal effect; % of control where 0% means no effect; nearly all actives have a fitted effect of over 60% in size
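Murine LDR cells bearing a silenced CMV-driven GFP reporter were exposed to compound for 30 h at 37 C. After PBS washes, GFP-positive cells (20-120 um objects) counted by laser-scanning microplate cytometry.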
CBFb RUNX1 block = CBF-beta/RUNX1 interaction disruption. Potency, µM (titrated, usually from 59.8 µM), for inactives: at the top dose activity, negative = inhibition, most hits filed as inhibitors. Q01196+Q13951. AlphaScreen CBFb-His/RUNX1-biotin binding, biochemical. 230,000 tested, under 10 active; note: % of control where 0% means no effect
Target sequence (Q01196 whole entry, looked up): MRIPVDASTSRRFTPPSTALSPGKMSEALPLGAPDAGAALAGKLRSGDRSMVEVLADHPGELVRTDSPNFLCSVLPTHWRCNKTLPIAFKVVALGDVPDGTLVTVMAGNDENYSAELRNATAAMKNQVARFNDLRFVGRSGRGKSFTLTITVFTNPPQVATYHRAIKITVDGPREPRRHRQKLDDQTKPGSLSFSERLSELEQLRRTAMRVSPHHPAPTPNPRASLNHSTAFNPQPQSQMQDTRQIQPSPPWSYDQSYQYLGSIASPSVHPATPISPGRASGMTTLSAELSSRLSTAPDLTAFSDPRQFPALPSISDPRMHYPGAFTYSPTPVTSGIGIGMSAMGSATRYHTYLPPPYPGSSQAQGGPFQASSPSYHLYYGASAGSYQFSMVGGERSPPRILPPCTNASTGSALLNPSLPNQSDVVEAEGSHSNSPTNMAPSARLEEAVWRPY
Target sequence (Q13951 whole entry, looked up): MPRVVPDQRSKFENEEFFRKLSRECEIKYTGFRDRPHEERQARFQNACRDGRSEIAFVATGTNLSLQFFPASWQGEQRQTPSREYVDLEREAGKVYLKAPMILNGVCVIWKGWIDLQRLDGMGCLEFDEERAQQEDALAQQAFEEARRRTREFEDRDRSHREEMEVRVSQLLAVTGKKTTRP
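CBF-beta (His) and RUNX1 (biotin), 30 nM each; 20 min preassociation; + compound, 15 min; + beads 50 ng each (Ni, streptavidin), 90 min; RT; AlphaScreen read.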
LMNA splice mod = changes lamin A minigene splicing in HeLa cells. hit rate 0.01% among 200,000. HeLa LMNA splicing GFP/RFP minigene ratio, 48 h. Potency, µM (doses to about 46.1 µM), for inactives: top-dose ratio change, negative = inhibition, actives largely listed as inhibitors. AID 1487; active = well fitted inhibition curve with a large enough effect in the signal ratio, with a control signal flat, not every such curve was filed as active; inconclusive = small, poorly fitted or top-dose-only effect, or effect the other way, or a change in a side signal; the % refers to the signal ratio; note: potency is the fitted concentration of half-maximal effect; % is set by controls: 0 for no effect and ±100 for the full control effect
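Read-out is the ratio of GFP to DsRed2 object intensity, acquired by 488 nm laser-scanning cytometry on HeLa lamin A-EGFP minigene reporter cells. Compound incubation 48 hrs at 37 °C in Opti-MEM with 2% FBS; DMSO 0.5% final.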
Luc counter = counter-screen: inhibitors of Kinase-Glo firefly luciferase | Q27757 | AID 1379 | hit rate 0.28% among 200,000 | Potency, µM (top dose mostly 38.3 µM), without a hit: at the highest dose activity change, negative = inhibition, usual class: inhibitors | Kinase-Glo luciferase, ATP luminescence, 8 min; note: potency is the fitted concentration of half-maximal effect; % is set by controls: 0 for no effect and ±100 for the full control effect; nearly all actives have a fitted effect of over 60% in size
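Light output from Kinase-Glo luciferase with luciferin and 10 uM ATP in 50 mM imidazole pH 7.2, KCl, MgCl2, Tween 20, BSA; compound pin-delivered, 8-min ambient incubation, then luminescence read.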
* marks the source's active call; other numbers are inactive results; ? = inconclusive; · = not tested or not shown; [ ] = dose if it differs, or a comment. Unless noted, calls come from the whole dose curve; as a rule, active = well fitted curve in the direction sought with a large enough effect; inconclusive = small, poorly fitted or top-dose-only effect, or another doubt; inactive = no such curve, though single readings can be large; an effect the other way counts as inactive or inconclusive.

mol,Luc counter,LMNA splice mod,NPSR antagonist,Epigenetic reg,CBFb RUNX1 block,HTT aggregate,IMPase Li cell
O=C(OCCN=C1NS(=O)(=O)c2ccccc21)C1CC(=O)N(c2ccc3ccccc3c2)C1 (configuration not stated),-3%,-7%,-10%[46.1 µM],-5.1%,-1%,32%,25%[38.3 µM]
O=C(c1ccc2c(c1)[nH]c(=S)n1c3ccccc3nc21)N1CCN(c2cccc(Cl)c2)CC1,-3%,·,-25%,-2.9%,3%,5%,?
CCCCCc1nnc(NC(=O)OCCC)s1,-2%,-2%,-4%[46.1 µM],1.0%,10%,5%,24%[38.3 µM]
O=C(OCC(=O)N1CCCCC1)c1c[nH]c(=O)[nH]c1=O,1%,4%,6%[46.1 µM],-0.7%,7%,1%,8%[38.3 µM]
Cc1cc(NC(=O)CSc2nc3c(sc4ccccc43)c(=O)n2CCCN2CCOCC2)n[nH]1,2%,9%,-11%[46.1 µM],4.4%,-3%,?,?
CCN(CC)C(=O)c1ccc(NS(=O)(=O)c2ccc(/C=C/C(=O)O)cc2)cc1,3%,·,6%,-2.9%,4%,28%,-1%
Cc1ccc(S(=O)(=O)NCC(=O)OCC(=O)Nc2ccccc2OC(F)F)cc1,·,?,12%[46.1 µM],0.1%,0%,14%,·
CCCCc1ccc(/C=C2\C(=O)c3ccccc3C(O)=C2C(=O)OCC)cc1,-5%,?,?,?,-6%,8%,9%
O=C(c1ccccc1)c1c[nH]c(C(=O)NNc2cccc(Cl)n2)c1,1%,·,-31%,-2.9%,-3%,0%,-1%
CCN(CC)S(=O)(=O)c1ccc(C(=O)NCc2ccc(C)cc2)cc1,1%,-2%,-11%[46.1 µM],1.9%,2%,9%,-5%[38.3 µM]
Cc1nc2ccc(S(=O)(=O)NCC(=O)O)cc2s1,3%,-11%,-13%[46.1 µM],0.0%,5%,0%,22%[38.3 µM]
CC1CCN(c2ccccc2NC(=S)NC(=O)c2ccc(-c3cccc([N+](=O)[O-])c3)o2)CC1,1%,4%,-5%[46.1 µM],-2.2%,-5%,18%,-12%[38.3 µM]
CCOC(=O)c1[nH]ncc1CN1CCCC(C(=O)c2ccc(C(C)(C)C)cc2)C1 (configuration not stated),-1%,11%[46 µM],-7%,0.0%,12%,0%[9.22 µM],-1%
Fc1ccc(/C=N/Nc2nn[nH]n2)cc1,3%,·,15%,-2.9%,-6%,29%,1%
CCOc1ccc(NC(=S)N(CCOC)C(C)c2cccnc2)cc1 (configuration not stated),1%,15%[46 µM],-15%,-3.3%,4%,-13%,1%
CN1CCN(CCCNC(=O)c2cn(C)c3ccc(S(=O)(=O)N(C)C)cc3c2=O)CC1,3%,1%,2%[46.1 µM],1.7%,4%,13%,8%[38.3 µM]
CC(C)CN(CC(C)C)CC(O)COc1ccccc1Br (configuration not stated),4%,7%,-26%,-4.8%,20%,13%,11%
O=C(COc1cccc(Cl)c1)NNC(=S)Nc1ccccc1,3%,-3%,5%,1.0%,-6%,-25%,-14%
COC(=O)C(CC(=O)c1ccc(Cl)cc1)c1ccc(C(C)C)cc1 (configuration not stated),3%,-13%,-17%[46.1 µM],0.4%,30%,10%,40%[activator][38.3 µM]
CN1CCN(C(=O)c2cc3nc(-c4ccccc4)cc(-c4ccccc4)n3n2)CC1,-2%,-21%,28%[46.1 µM],3.4%,8%,12%,3%[38.3 µM]
CC(=O)C(Cl)C(=O)Nc1ccccc1 (configuration not stated),0%,?,3%,?,0%,6%,-1%
CC(C)[C@H](NC(=O)OC(C)(C)C)c1nnc(SCc2cccc(F)c2)o1,-3%,?,-23%[46.1 µM],-1.6%,19%,-10%,13%[38.3 µM]
C/C=C(\C)C(=O)NCCN1C2=NC[C@@H](Cc3ccccc3)N2C[C@H]1Cc1ccc(O)cc1,·,·,-32%,0.1%,8%,1%[9.22 µM],5%
Cc1c(-n2cc(C(=O)c3ccccc3O)cc(C#N)c2=O)c(=O)n(-c2ccccc2)n1C,2%,-12%,-12%[46.1 µM],1.8%,1%,-10%,-6%
Cn1c(-c2ccc[nH]c2=O)nc2cc(Cl)ccc21,-3%,2%,-3%[46.1 µM],0.0%,-1%,-3%,-19%[38.3 µM]
COC(=O)C1=COC(C)C2CN3CCc4c([nH]c5cc(OC)c(OC)cc45)C3CC12 (configuration not stated),·,·,-19%,0.0%,-9%,-13%[9.22 µM],·
COc1ccc(CCNC(=O)CSc2cc(=O)[nH]c(N)n2)cc1OC,-2%,2%,?,0.8%,10%,5%,-5%[38.3 µM]
O=C(CNCCCO)Nc1cc(C(F)(F)F)cc(NC(=O)CNCCCO)c1Cl,-1%,-3%,15%,-1.5%,11%,4%,-2%
O=C(NCc1cccnc1)c1noc2c1CCCC2,5%,-9%,-12%[46.1 µM],0.2%,5%,-11%,20%[38.3 µM]
O=S(=O)(Cc1ccc(Cl)cc1)Nc1ccc(Cl)cn1,0%,2%[46 µM],3%,-1.4%,0%,2%[9.22 µM],-1%
O=[N+]([O-])c1cc2c(cc1[N+](=O)[O-])OCCOCCOCCOCCO2,1%,·,-3%,11%,0%,-1%,-5%
COc1cc(OC)c(OC)cc1/C=C1/C(=O)N=C(N)N1C,2%,-7%[46 µM],-5%,-0.2%,3%,18%,8%

Eleven entries from above, arranged by count of non-hydrogen atoms, high to low.
mol,Luc counter,LMNA splice mod,NPSR antagonist,Epigenetic reg,CBFb RUNX1 block,HTT aggregate,IMPase Li cell
Cc1c(-n2cc(C(=O)c3ccccc3O)cc(C#N)c2=O)c(=O)n(-c2ccccc2)n1C,2%,-12%,-12%[46.1 µM],1.8%,1%,-10%,-6%
CN1CCN(C(=O)c2cc3nc(-c4ccccc4)cc(-c4ccccc4)n3n2)CC1,-2%,-21%,28%[46.1 µM],3.4%,8%,12%,3%[38.3 µM]
O=C(CNCCCO)Nc1cc(C(F)(F)F)cc(NC(=O)CNCCCO)c1Cl,-1%,-3%,15%,-1.5%,11%,4%,-2%
CC(C)[C@H](NC(=O)OC(C)(C)C)c1nnc(SCc2cccc(F)c2)o1,-3%,?,-23%[46.1 µM],-1.6%,19%,-10%,13%[38.3 µM]
COc1ccc(CCNC(=O)CSc2cc(=O)[nH]c(N)n2)cc1OC,-2%,2%,?,0.8%,10%,5%,-5%[38.3 µM]
COC(=O)C(CC(=O)c1ccc(Cl)cc1)c1ccc(C(C)C)cc1 (configuration not stated),3%,-13%,-17%[46.1 µM],0.4%,30%,10%,40%[activator][38.3 µM]
O=C(COc1cccc(Cl)c1)NNC(=S)Nc1ccccc1,3%,-3%,5%,1.0%,-6%,-25%,-14%
COc1cc(OC)c(OC)cc1/C=C1/C(=O)N=C(N)N1C,2%,-7%[46 µM],-5%,-0.2%,3%,18%,8%
O=C(NCc1cccnc1)c1noc2c1CCCC2,5%,-9%,-12%[46.1 µM],0.2%,5%,-11%,20%[38.3 µM]
Cn1c(-c2ccc[nH]c2=O)nc2cc(Cl)ccc21,-3%,2%,-3%[46.1 µM],0.0%,-1%,-3%,-19%[38.3 µM]
CC(=O)C(Cl)C(=O)Nc1ccccc1 (configuration not stated),0%,?,3%,?,0%,6%,-1%

Remaining list, next part.
mol,Luc counter,LMNA splice mod,NPSR antagonist,Epigenetic reg,CBFb RUNX1 block,HTT aggregate,IMPase Li cell
CS(=O)(=O)Nc1ccc(Br)cc1C(=O)c1ccccc1,-5%,25%,7%[46.1 µM],-3.3%,-2%,-5%,23%[38.3 µM]
N=C1N(/N=C/c2ccccc2)C(=Nc2ccccc2)C(=S)N1c1ccccc1,3%,12%,-18%[46.1 µM],-0.8%,-28%,5%,11%
Cc1ccsc1CN1CCN(c2ccccn2)CC1,4%,0%,-3%[46.1 µM],0.0%,-4%,6%,-7%
CCCCCn1c2c(c(=N)c3ccccc31)CCC2,·,·,-22%,-0.9%,1%,-19%[9.22 µM],·
CC(Oc1ccc(Cl)cc1Cl)c1nc(-c2ccccn2)no1 (configuration not stated),1%,-12%,-17%[46.1 µM],-0.4%,6%,5%,14%[38.3 µM]
CCOC(=O)Cc1csc(SCC(=O)Nc2cc(C)ccc2OC)n1,1%,0%[46 µM],-6%,-1.2%,9%,14%,6%
CCC(C)C(=O)Nc1nnc(-c2cccs2)s1 (configuration not stated),2%,-4%,-20%[46.1 µM],0.8%,-1%,23%,-4%[38.3 µM]
COC1CCCCC1Nc1cc(C)ccc1C (configuration not stated),-2%,-8%,-21%[46.1 µM],0.0%,11%,-18%,16%[38.3 µM]
Cc1ccc(NC(=S)NC2CC3CCCC(C2)N3Cc2cccs2)cc1 (configuration not stated),-1%,7%,-10%[46.1 µM],-1.9%,0%,4%,16%[38.3 µM]
CCOCC(=O)Nc1nnc(Cc2ccc(OC)cc2)s1,1%,-9%,-9%[46.1 µM],-2.7%,5%,20%,-1%
COc1ccc(NS(=O)(=O)c2ccc(NC(=O)c3ccccc3)cc2)nn1,0%,9%[46 µM],-24%,-1.3%,7%,-4%,-5%
COC(=O)c1ccc(N2C(=O)CC(SCCN)C2=O)cc1 (configuration not stated),1%,-7%,-7%[46.1 µM],1.3%,-2%,-6%,-13%[38.3 µM]
Cc1nnc(NC(=O)c2ccc(C)c(S(=O)(=O)N3CCOCC3)c2)s1,0%,15%,-12%[46.1 µM],0.0%,1%,20%,-5%[38.3 µM]
Cc1cc(N2CCC(C)CC2)n2ncc(-c3ccccc3)c2n1,-3%,?,-22%[46.1 µM],-1.6%,?,-27%,-7%[38.3 µM]
CN(Cc1nc2ccccc2c(=O)[nH]1)Cc1cc(=O)oc2ccc3ccccc3c12,-3%,0%,-14%[46.1 µM],1.5%,-6%,27%,28%[38.3 µM]

This is a subset; the hit share may differ from the screen's.
